# BaF3 parental – parental Ba/F3 viability inhibition as JAK2V617F counter-screen. CellTiter-Glo ATP luminescence. inhibition, % at 5.6 µM. 220,000 tested, 1.1% active. AID 1486;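 active = inhibition above a per-campaign cutoff, the mean inhibition of all tested compounds plus 3 SD, cut at about 27% in these data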;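 also: 0% = DMSO wells and 100% = JAK Inhibitor I control wells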
# Ba/F3 V617F tox – reduce viability of Ba/F3 cells dependent on JAK2V617F; inhibition, % at 5.6 µM; AID 1446; Ba/F3 EpoR-JAK2V617F viability, ATP luminescence; 220,000 tested, 1.1% active;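 active = inhibition above the campaign mean plus 3 SD over all tested compounds, cut at about 24% in these data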;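 also: cytokine-independent growth of Ba/F3 cells driven by EpoR plus mutant JAK2; 0% = DMSO-treated cells and 100% = JAK inhibitor I control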
# CHOP inh – CHOP inhibition in unfolded protein response | 220,000 tested, 3.8% active | inhibition, % at 10 µM | CHO-K1 CHOP-promoter luciferase, tunicamycin-induced, 15-18 h | AID 2732;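 active = compounds that reduced the stress-induced luciferase reporter signal by more than about 70% of percent inhibition, limit read from the data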;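 also: 0% = tunicamycin plus vehicle and 100% = wells without tunicamycin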
# TRPML3 ag – human mucolipin-3 channel agonism. 220,000 tested, 0.29% active. activation, % at 3 µM. HEK293 TRPML3-YFP, Fluo-8 calcium fluorescence; 100% = the carbachol control signal;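 active = activation above its plate's cutoff, the mean activation of the plate's test wells plus 3 SD, cut at about 12% in these data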;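 also: 0% = DMSO only wells and 100% = carbachol wells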
#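 system = HEK293 cells stably carrying human TRPML3-YFP | doses = one concentration, 3 µM nominal, 0.3% DMSO | timing = dye loading 1 h 37 °C then 30 min ambient, 125 s read | detection = Fluo-8 calcium dye fluorescence, ex 470-495, em 515-575 nm | benchmarks = high control carbachol 87 µM, low control DMSO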
# TNF death inh – inhibitors of TNF-alpha induced necroptosis in Jurkat FADD-/- cells; Jurkat FADD-/- TNF necroptosis rescue, ATP luminescence, 24 h; 0 = TNF only, 100 = no-TNF cells; activation (protection from cell death), % at 10 µM; 220,000 tested, 0.068% active; AID 463075;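 active = activation, meaning protection from cell death, of at least 50% relative to plate controls; inactive = activation below 50%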;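 also: necroptosis triggered by 40 ng/mL TNF-alpha added together with compound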
# Wee1 stabilizer – human Wee1 degradation inhibition, primary screen | AID 1321 | 220,000 tested, 1.2% active | P30291 | reporter increase, % at 5 µM | HeLa Luc-Wee1K328M stability, luciferase luminescence; 100% = proteasome inhibitor MG132 effect;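 active = activation above the mean of all tested compounds plus 3 SD, set per screening run, cut at about 8.8% in these data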;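 also: cells exposed to compound for 20 h before luminescence read; 0% = DMSO alone and 100% = MG132 at 30 µM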
# Target sequence (P30291 whole entry K328M): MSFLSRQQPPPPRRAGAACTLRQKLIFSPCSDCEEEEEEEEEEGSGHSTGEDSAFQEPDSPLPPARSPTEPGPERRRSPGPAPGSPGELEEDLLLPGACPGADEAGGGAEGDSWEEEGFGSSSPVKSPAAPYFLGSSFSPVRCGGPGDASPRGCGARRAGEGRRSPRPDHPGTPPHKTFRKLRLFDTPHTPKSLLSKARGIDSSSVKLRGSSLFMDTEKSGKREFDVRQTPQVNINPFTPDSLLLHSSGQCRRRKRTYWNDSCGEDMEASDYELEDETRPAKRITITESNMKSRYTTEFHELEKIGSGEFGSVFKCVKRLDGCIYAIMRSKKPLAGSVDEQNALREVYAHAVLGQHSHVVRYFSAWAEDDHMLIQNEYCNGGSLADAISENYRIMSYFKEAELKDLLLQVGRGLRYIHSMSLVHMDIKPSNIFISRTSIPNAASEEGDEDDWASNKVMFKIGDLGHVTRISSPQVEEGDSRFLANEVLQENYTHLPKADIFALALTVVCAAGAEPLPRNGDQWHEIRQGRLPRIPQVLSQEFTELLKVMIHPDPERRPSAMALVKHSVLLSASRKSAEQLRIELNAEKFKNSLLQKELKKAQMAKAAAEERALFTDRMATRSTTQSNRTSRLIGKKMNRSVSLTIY
# TRPN1 ag – agonists of zebrafish TRPN1 channel; HEK293 zebrafish TRPN1-YFP, Fluo-8 calcium fluorescence; 100% = response to 87 µM carbachol; activation, % at 3 µM; 220,000 tested, 0.18% active; AID 1424;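 active = activation above its plate's cutoff, the mean activation of test wells on that plate plus 3 SD, cut at about 19% in these data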;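 also: 0% = DMSO alone and 100% = 87 µM carbachol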
#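 Material – zebrafish TRPN1-YFP in HEK293 cells · Doses – 3 µM single point · Schedule – dye 1 h 37 °C plus 30 min RT · Signal – Fluo-8 calcium fluorescence, excitation 470-495 nm, emission 515-575 nm · Read-out – % activation versus carbachol response · Control set – carbachol high, DMSO low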
# RBBP9 inhibitor – inhibitors of human serine hydrolase RBBP9; inhibition, % at 7.94 µM; 220,000 tested, 0.2% active; recombinant RBBP9, FP-Rh probe fluorescence polarization;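 active = inhibition above the campaign mean of all tested compounds plus 3 SD, cut at about 14% in these data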;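 also: plate controls were DMSO wells with RBBP9 for no effect and wells lacking RBBP9 protein for full effect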
# Target sequence (O75884 whole entry, looked up): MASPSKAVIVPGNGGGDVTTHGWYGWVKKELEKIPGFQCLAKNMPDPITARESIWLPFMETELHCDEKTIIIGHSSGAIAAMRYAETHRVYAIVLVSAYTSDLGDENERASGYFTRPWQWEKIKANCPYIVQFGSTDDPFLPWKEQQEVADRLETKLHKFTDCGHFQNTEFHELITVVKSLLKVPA
#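 Measured by: FP readout at 525/598 nm; material: recombinant human RBBP9; also added: Serine-hydrolase probe FP-Rh, 375 nM pre-mixing; medium: Tris buffer pH 8.0, NaCl, Pluronic; replication: one well per compound; doses: one concentration, 7.94 µM nominal, 0.794% DMSO; timing: preincubation 30 min plus labeling 45 min at 25 °C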
# PPC-1+TRAIL kill – PPC-1 cancer cell killing with TRAIL present | PPC-1 cells + TRAIL, ATPLite viability luminescence | cell killing (% activity), % at 4 µM | 220,000 tested, 0.41% active | AID 1443;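 active = cell killing above 50% in the first pass at 4 µM, then a duplicate retest at 5 µM averaging 50% or more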;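 also: plate controls were cells with TRAIL plus DMSO for no effect and medium-only wells lacking cells for full effect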
# Numbers without * were called inactive; nt = no result given; [ ] = remark or other dose.
SMILES,BaF3 parental,Ba/F3 V617F tox,CHOP inh,TRPML3 ag,TNF death inh,Wee1 stabilizer,TRPN1 ag,RBBP9 inhibitor,PPC-1+TRAIL kill
COc1ccc(N2CCN(C(=O)CCN3C(=S)NC(C)(C)CC3C)CC2)cc1 (stereo not given),6,4,9,0.7,-0.2,11*,0.6,-9,-9
CCCCNc1c(C(=O)OCC)c(=O)[nH]c2ccccc12,4,-2,9,0.1,-5.4,1,0.9,4,15
CC(C)C(NC(=O)c1ccc(F)cc1)C(=O)Nc1cccnc1 (stereo not given),3,-3,14,0.4,0.9,-1,0.1,-8,1
Cc1cccc(CSc2nnc(-c3ccco3)n2C)c1,1,-3,-42,-0.3,-0.3,0,0.7,-5,4
CCOc1cc(CNCCO)cc(Br)c1OCc1ccccc1,5,3,-9,1.9,0.3,2,2.2,-10,9
COc1ccc(N2CCN(c3oc(Cc4cccc5ccccc45)nc3C#N)CC2)cc1,8,1,17,0.9,0.0,-2,1.5,0,-5
CN(Cc1ccccc1)C(=O)CCC(=O)N(C)Cc1ccccc1,5,0,23,0.7,-2.1,2,1.3,-1,4
CCOC(=O)N1CCN(c2cc(=O)n(-c3ccccc3C)c(=O)[nH]2)CC1,6,5,24,0.9,0.3,5,0.5,-2,-7
CCCN1C=CC(=C2C(=O)c3ccccc3C2=O)C=C1,21,18,103*,0.7,-5.8,-4,0.5,-10,26
CCc1cccc(C)c1NC(=S)N(CCN(C)C)C(C)c1cccnc1 (stereo not given),0,-3,2,-0.1,0.1,0,-1.8,-3,9
C=CCNC(=O)NC(=O)COC(=O)CCCSc1nc2ccccc2[nH]1,6,3,-35,-1.1,-0.7,-2,0.5,-2,12
CCCn1c(SCC(=O)Nc2ccc(C(=O)Nc3ccccc3OC)cc2)n[nH]c1=O,9,3,18,1.6,-0.7,-5,0.1,-8,-3
Cc1ccc(C(=O)NC(=C(Cl)Cl)S(=O)(=O)c2ccc(Cl)cc2)cc1,11,-2,78*,-0.6,-10.0,0,-1.7,-9,-4
Nc1ccc(NC(=O)NC2CCCCC2)cc1,10,-3,-1,0.4,0.0,0,2.1,1,9
COc1ccc(-c2nnc(SCC(=O)Nc3cc(C)on3)o2)cc1,4,3,37,0.4,-0.1,0,-0.8,-5,28
COc1cc(C(=O)Nc2nnc(C(C)(C)C)s2)c([N+](=O)[O-])cc1OC,2,0,3,0.1,1.6,0,0.0,-6,9
COc1ccc(-c2noc(CN(C)Cc3ccc(C)o3)n2)cc1,-1,-4,-7,0.5,0.2,12*,-1.0,-3,24
O=C(CSc1nncs1)NC(=O)NC1CCCC1,3,-2,-6,0.4,4.1,-4,1.3,-1,10
COC(=O)C1=NNC(C(=O)c2ccco2)C1c1ccc(OC)cc1 (stereo not given),3,-3,3,0.5,-0.1,-1,0.5,3,4
O=C(c1ccco1)N1CCN(C(=S)NC2CC3CCC2C3)CC1 (stereo not given),0,5,22,1.1,-0.4,-2,0.9,-10,-19
CN1OC(CC(=O)O)N(c2ccc(Cl)cc2)C1=O (stereo not given),-1,-5,23,0.8,0.1,-2,0.1,-4,31
CSc1nc(C)c(C(=O)Nc2ccccc2)c(-c2ccco2)c1C#N,-4,-3,24,0.1,0.4,-2,-1.4,2,-1
O=C(Nc1ccc(F)cc1)N1CCN(CCc2ccccc2)CC1,5,0,6,1.3,1.2,-1,0.2,12,0
COc1cccc(C(=O)Cn2c(N3CCCCC3)nc3c2c(=O)n(C)c(=O)n3C)c1,3,1,9,0.5,1.0,2,0.5,1,-3
CCc1nnc(NC(=O)CN2C(=O)/C(=C/c3cc(OC)c(OC)c(OC)c3)SC2=S)s1,4,-2,27,0.7,0.3,0,0.8,-3,2
# Additional compounds:
SMILES,BaF3 parental,Ba/F3 V617F tox,CHOP inh,TRPML3 ag,TNF death inh,Wee1 stabilizer,TRPN1 ag,RBBP9 inhibitor,PPC-1+TRAIL kill
C=CCN(CC=C)C(=O)Nc1ccc2nc(C)sc2c1,4,-2,-24,0.6,1.9,-5,2.4,3,34
CCSCc1nnc(SCC(=O)Nc2ccc(OC)cc2)n1C,7,0,5,0.7,-0.2,-3,-0.2,1,31
CCc1ccc(C2=NN(CCC(=O)NC(C)c3ccc4c(c3)OCCO4)C(=O)CC2)cc1 (stereo not given),2,3,41,-0.6,1.1,-2,-3.2,-5,17
CCCCOC(=O)Nc1nc(C)c(C(=O)OCC)s1,4,-1,58,0.5,4.5,-1,-1.1,-2,14
O=C(CSc1nc2c(c(=O)n1-c1ccc(Br)cc1)SCC2)Nc1nccs1,0,-1,-7,-0.4,-1.8,-1,1.2,-10,23
COc1cc2[nH]c(=O)n(CCC(=O)NCCC(C)C)c(=O)c2cc1OC,1,-1,-4,0.7,-1.2,1,-0.7,-10,6
Brc1cccc(OCCOCCn2ccnc2)c1,3,1,22,0.3,1.3,5,0.0,1,18
Cc1cc(C)n2nc(S(=O)(=O)N(C)c3ccccc3)nc2n1,4,1,7,0.8,-0.1,0,0.4,-3,10
O=C(c1cc(Cl)ccc1[N+](=O)[O-])N1CCc2ccccc2C1,3,-1,8,0.0,0.5,-3,-0.6,-8,33
CSc1nnc(Cc2cc(=O)[nH]c(=O)[nH]2)n1-c1cccc(C)c1,-1,-5,-4,-0.5,0.4,0,0.9,7,9
CC(O)c1c(OCc2ccccc2)ncnc1OCc1ccccc1 (stereo not given),0,-2,8,-1.5,0.1,-2,-2.1,-9,10
Cc1cc(-c2cc(C(=O)O)c3ccccc3n2)c(C)s1,7,-3,-13,0.3,1.4,-4,0.9,-1,7
CC(CC(=O)O)CC(=O)Nc1ccc(S(N)(=O)=O)cc1 (stereo not given),4,-3,-1,0.3,-0.6,3,-0.3,3,-10
COc1ccccc1NC(=S)N(Cc1ccc(C)cc1)Cc1cccnc1,11,4,10,-0.3,-2.2,2,-0.9,-1,8
Cc1ccc2nsnc2c1S(=O)(=O)N(CCO)Cc1cc2cc3c(cc2[nH]c1=O)OCCO3,9,0,-30,0.6,-1.0,1,0.1,0,-13
O=C(NCCCC(=O)N1CCOCC1)c1cccnc1,1,-1,9,1.0,-1.4,-2,-0.6,-4,11
O=C1NN(c2ccccc2)C(=O)/C1=C/c1ccc(-c2ccc(Cl)c(C(=O)O)c2)o1,9,3,25,0.0,1.2,3,1.9,-2,2
O=C(NCc1n[nH]c(=S)n1-c1ccc(Br)cc1)c1ccc(S(=O)(=O)N2CCOCC2)cc1,4,2,4,0.0,0.0,1,1.1,-7,27
Cc1cc(C(=O)OCC(=O)N2CCN(C(=O)c3ccco3)CC2)c(C)n1-c1ccc(F)cc1,4,0,53,-0.5,-1.5,1,-0.4,-4,3
C=CCNCC(=O)N1N=C(c2ccc3ccccc3c2)CC1c1ccc(OC)cc1 (stereo not given),5,-2,49,0.9,-2.3,0,0.1,-6,1
COc1cc(/C=C2\S/C(=N/S(=O)(=O)c3ccc(C)cc3)NC2=O)c([N+](=O)[O-])cc1OC,2,0,14,0.0,0.1,1,0.9,-14,-2
Nc1[nH]c(N=NC(=O)c2ccc(Cl)cc2)c2ccccc12,7,-3,-21,0.3,0.2,-1,0.7,-8,17
COc1ccc(C(=O)c2ccc(OC)c(N)c2)cc1N,81*,81*,nt,0.3,-9.1,4,-0.1,-7,32
COc1ccc(-c2cc3c(nn2)-c2ccccc2C3=O)cc1,6,3,78*,-1.8,-11,3,-0.7,-1,89*[5 µM]
CCCn1nnc(NC(=O)c2ccc(F)cc2)n1,5,3,-33,0.4,-1.8,2,-0.3,-11,16
# The listing continues.
SMILES,BaF3 parental,Ba/F3 V617F tox,CHOP inh,TRPML3 ag,TNF death inh,Wee1 stabilizer,TRPN1 ag,RBBP9 inhibitor,PPC-1+TRAIL kill
COc1cc(CCC(=O)O)on1,-2,2,-3,1.1,1.3,-1,3.5,-5,-20
O=C(O)c1ccc(COc2ccc3ccccc3c2/C=C2/NC(=O)N(c3ccccc3)C2=O)cc1,5,-2,-8,0.0,-1.2,0,-0.9,-5,14
Nc1nc(Sc2ncccc2[N+](=O)[O-])n[nH]1,0,1,-14,0.0,2.6,1,2.2,3,10
NC(=O)CSc1nnc(Cn2cnc3ccccc32)o1,1,-5,-16,-0.3,0.8,0,-2.3,9,3
O=C(COC(=O)C12CC3CC(CC(C3)C1)C2)NCc1ccco1,3,1,-6,-0.6,-2.9,-3,-0.3,-7,5
O=C(Oc1cccc(N2C(=O)CCC2=O)c1)C1CC(=O)N(c2ccc(Br)cc2)C1 (stereo not given),2,-2,8,1.4,-0.3,-2,2.1,-8,3
CCn1c(SCC(=O)Nc2nc(C)c(C(=O)OC)s2)nnc1C(C)C,1,-3,10,-0.1,0.7,1,0.3,4,4
CCC(=O)Nc1cc(C(=O)O)ccc1S(=O)(=O)c1ccc(C)cc1,5,-1,-10,0.4,0.7,-2,1.3,-12,23
O=C1c2ccccc2C2(c3ccc(F)cc3)NCCN12 (stereo not given),0,4,0,-0.4,-1.1,1,0.2,-5,4
Cc1cc(N2CCCC2=O)cc(C)c1S(N)(=O)=O,8,-2,38,1.1,-1.1,3,0.1,-10,-1
Nc1nnc(-c2ccccc2F)s1,1,1,0,-0.3,-0.2,2,0.3,-8,19
O=C(/C=C/c1ccccc1[N+](=O)[O-])N1CCCCC1,4,6,11,1.0,-0.4,9.1*,0.6,-8,26
CCN(CC)C(=O)COC(=O)c1cc(-c2ccc(OC)cc2)nc2ccccc12,4,2,44,-0.4,-3.3,4,0.1,0,29
Cc1ccc(C(=O)CC(SCC(=O)O)c2ccc([N+](=O)[O-])cc2)cc1 (stereo not given),5,0,-11,0.6,0.0,1,-1.1,-6,12
O=C(Nc1ccccc1)c1ccccc1NC(=O)C(F)(F)F,0,-3,69,1.4,-1.0,-2,3.2,2,29
Cc1c([N+](=O)[O-])cc(C(=O)NCc2ccc(F)cc2)cc1[N+](=O)[O-],8,0,13,0.1,1.1,3,-2.4,4,-14
CN(C(=O)c1ccc(C(=O)N(C)C2CCCCC2)cc1)C1CCCCC1,1,2,nt,0.0,-0.1,1,1.0,-11,nt
CCCNc1ccc(C(=O)OCC)cc1[N+](=O)[O-],-3,-3,12,0.4,-3.6,-2,-3.5,-2,6

# Gathered by group, the compounds so far with a cyano group.
SMILES,BaF3 parental,Ba/F3 V617F tox,CHOP inh,TRPML3 ag,TNF death inh,Wee1 stabilizer,TRPN1 ag,RBBP9 inhibitor,PPC-1+TRAIL kill
COc1ccc(N2CCN(c3oc(Cc4cccc5ccccc45)nc3C#N)CC2)cc1,8,1,17,0.9,0.0,-2,1.5,0,-5
CSc1nc(C)c(C(=O)Nc2ccccc2)c(-c2ccco2)c1C#N,-4,-3,24,0.1,0.4,-2,-1.4,2,-1

# Hits appear at their usual frequency. About 6.8% of those tested had a hit in this group.
